Compound activity deposited in PubChem BioAssay by several laboratories.
CR mimetic SO = yeast age-related superoxide inhibition as caloric restriction mimetic | S. cerevisiae aged cells, superoxide DHE fluorescence; stronger effect = lower value | superoxide response (% of plate mean), % at 10 µM | AID 2690 | actives 0.18% (n = 330,000);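 active means superoxide response under a set limit, about three screen SD below normal, cut at about 65% in these data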;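 further: yeast aged for seven days with compound at 30 °C before DHE staining; 100% = average MFI of all compound-treated wells on the plate with controls excluded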
procasp3 activ = activates human procaspase-3; actives 0.11% (n = 330,000); recombinant procaspase-3 D3A, Ac-DEVD-pNA absorbance 405 nm; AID 463141; activation, % at 8.5 µM;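 active means activation above the mean of all tested compounds plus 3 SD, cut at about 21% in these data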;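 further: 0% = DMSO alone and 100% = DMSO wells spiked with extra 5 µM PC-3 D3A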
Target sequence (P42574 whole entry D9A/D28A/D175A): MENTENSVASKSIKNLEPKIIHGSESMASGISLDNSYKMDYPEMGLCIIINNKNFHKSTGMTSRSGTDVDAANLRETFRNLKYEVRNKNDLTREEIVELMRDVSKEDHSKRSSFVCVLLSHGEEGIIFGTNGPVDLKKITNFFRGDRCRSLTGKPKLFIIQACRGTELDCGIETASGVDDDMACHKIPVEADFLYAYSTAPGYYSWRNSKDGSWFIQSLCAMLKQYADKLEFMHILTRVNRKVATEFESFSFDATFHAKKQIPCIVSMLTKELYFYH
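Assay system: Procaspase-3 D3A mutant, all three cleavage aspartates alanine. Buffer or medium: Zinc-free HEPES saline buffer with Triton X-100. Times: 1 h compound preincubation, 2 h substrate hydrolysis at 25 °C. Measured by: 405 nm absorbance of p-nitroaniline, reads at 0 and 120 min. Read-out basis: percent activation relative to control range. Replicates: singlicate.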
GASC-1 inh = human JMJD2C demethylase inhibition | Q9H3R0 | GST-JMJD2C(1-420) H3K9me3 demethylation, DELFIA europium | inhibition, % at 2.35 µM | actives 0.069% (n = 330,000);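 active means more than half of a compound's replicate wells show inhibition beyond 50%, single wells judged on their own value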;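 further: signal counts dimethyl H3K9 product captured on neutravidin plate; 0% = median of DMSO wells and 100% = 0.3 times that DMSO median; strong numbers were not always called active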
AHR activator = activators of human aryl hydrocarbon receptor; AHR-responsive luciferase reporter cells, luminescence; activation, % at 5 µM; actives 2.5% (n = 320,000); P35869; in the data active means activation above about 47%;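 further: 0% = vehicle wells and 100% = reference agonist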
RPL19A-GFP yeast = modulators of TOR pathway RPL19A-GFP in S. cerevisiae | S. cerevisiae RPL19A-GFP strain, flow cytometry, 3 h; stronger effect = lower value | percent response vs DMSO, % at 10 µM | actives 0.3% (n = 330,000) | AID 2025;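 active means percent response vs DMSO below 50%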;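 further: median channel GFP fluorescence of the barcoded RPL19A-GFP strain; ratio of sample median GFP to plate DMSO average so 100% = DMSO; lower means less RPL19A-GFP as with rapamycin TOR inhibition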
MEP2-GFP yeast = yeast TOR pathway MEP2-GFP modulation; GFP response vs DMSO, % at 10 µM; actives 0.51% (n = 330,000); S. cerevisiae MEP2-GFP strain, flow cytometry GFP, 3 h; 100% = DMSO control level;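 active means GFP response versus DMSO above a set limit, roughly screen mean plus 3 SD, cut at about 180% in these data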;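 further: median GFP fluorescence of the barcode-gated MEP2-GFP cells per well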
proCasp7 act = counter-screen for procaspase-3 activators: activators of human procaspase-7 | P55210 | recombinant procaspase-7, Ac-DEVD-pNA absorbance 405 nm; D23A/D198A/D206A triple mutant, cannot self-cleave; scale: DMSO 0, 5 µM enzyme 100 | activation, % at 8.5 µM | actives 0.093% (n = 330,000) | AID 463210;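 active means percent activation above the screen-wide mean plus 3 SD, cut at about 25% in these data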
Target sequence (P55210 whole entry D23A/D198A/D206A): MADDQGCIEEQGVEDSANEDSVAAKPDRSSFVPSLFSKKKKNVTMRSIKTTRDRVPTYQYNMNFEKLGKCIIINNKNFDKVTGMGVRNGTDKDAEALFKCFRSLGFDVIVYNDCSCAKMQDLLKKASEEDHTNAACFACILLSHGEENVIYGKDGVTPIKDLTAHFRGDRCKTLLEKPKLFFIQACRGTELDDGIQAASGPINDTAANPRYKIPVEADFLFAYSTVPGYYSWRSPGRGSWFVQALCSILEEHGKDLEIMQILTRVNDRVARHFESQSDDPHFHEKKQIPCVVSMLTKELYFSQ
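buffer or medium = Zinc-free HEPES/NaCl buffer, pH 7.4 | material = Procaspase-7 triple mutant (PC-7 D3A) | input = 2 µM procaspase-7 mutant as dispensed | signal = Epi-absorbance of released pNA at 405 nm, two timepoints | timing = 1 h preincubation, 2 h reaction | replicates = singlicate compound testing | evaluation = % activation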
LAP4-GFP MLPCN = alters LAP4-GFP fluorescence in TOR pathway yeast screen | GFP response vs DMSO, % at 10 µM | S. cerevisiae LAP4-GFP multiplex, flow cytometry GFP, 3 h; median GFP as percent of DMSO wells | actives 0.34% (n = 320,000);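 active means GFP response vs DMSO above a set limit, about the screen mean plus 3 SD, cut at about 150% in these data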
Active calls of the source: *; x = not tested or not shown; & = joins results of further samples.

Screens by letter – A = CR mimetic SO; B = procasp3 activ; C = GASC-1 inh; D = AHR activator; E = RPL19A-GFP yeast; F = MEP2-GFP yeast; G = proCasp7 act; H = LAP4-GFP MLPCN
1. Cc1ccc(S(=O)(=O)N2CCN(CC(=O)Nc3ccc(N4CCOCC4)cc3)CC2)cc1C
  A: 86.2; B: -3.6; C: 4.0; D: 2.3; E: 104.1; F: 109.8; G: 7.7; H: 101.9

2. NS(=O)(=O)c1ccc(NC(=O)COC(=O)CCc2nc3ccccc3c(=O)[nH]2)cc1
  A: 94.7; B: 0.6; C: 2.7; D: 0.9; E: 97.1; F: 90.4; G: 6.6; H: 100.9

3. Cc1ccc2c(c1)N(C(C)C(=O)NCCc1ccccc1)C(=O)CO2 (stereo not drawn)
  A: 104.0; B: -6.9; C: 15.0; D: -4.2; E: 101.1; F: 101.8; G: 13.3; H: 89.6

4. Cc1ccc(Nc2nc(N)nc(CSC(=S)N3CCOCC3)n2)cc1
  A: 103.8; B: 4.7; C: -0.4; D: 20.0; E: 92.0; F: 95.2; G: -2.6; H: 92.1

5. Cc1sc(NC(=O)c2ccccc2)c(C(c2ccccn2)N2CCN(CCO)CC2)c1C (stereo not drawn)
  A: 98.0; B: 1.5; C: -6.5; D: 3.9; E: 98.7; F: 99.6; G: 3.2; H: 95.3

6. COc1ccccc1-n1c(CNc2ccc(F)cc2)nnc1SCC(=O)Nc1cc(C)on1
  A: 118.4; B: 6.1; C: 6.8; D: -0.2; E: 94.6; F: 102.1; G: 1.8; H: 95.3

7. CCCN(Cc1nnc(-c2ccccc2Cl)o1)C(=O)c1oc2ccccc2c1C
  A: 85.3; B: 10.4; C: 0.4; D: 4.4; E: 92.9; F: 91.5; G: -3.7; H: 97.6

8. Cc1cccc(C)c1OCc1cc(C(=O)N2CCC(c3ccncc3)CC2)no1
  A: 100.5; B: 0.7; C: 7.1; D: 1.7; E: 106.9; F: 110.6; G: -10.1; H: 127.1

9. COc1ccc(C(=O)Cc2ccc(OC)c(OC)c2)c(OC)c1
  A: 108.4; B: 0.8; C: 4.9; D: 0.1; E: 101.5; F: 91.7; G: -6.2; H: 88.7

10. CCCN(C(=O)COC(=O)CCOc1ccccc1C)c1c(N)n(Cc2ccccc2)c(=O)[nH]c1=O
  A: 101.2; B: 2.6; C: -3.0; D: 4.7; E: 101.0; F: 97.2; G: 5.4; H: 90.7

11. COC(=O)c1c(NS(=O)(=O)c2cccs2)sc2c1CCCC2
  A: 106.7; B: 0.1; C: 0.0; D: 1.8; E: 94.9; F: 102.8; G: 4.1; H: 86.0

12. CC(C)(C)c1ccc(C(=O)NC(=S)N2CCCCCC2)cc1
  A: 86.1; B: 7.6; C: 3.3; D: 1.4; E: 101.0; F: 96.2; G: 4.9; H: 95.3

13. CCCCn1ccnc1C(=O)c1cccc(S(=O)(=O)N2c3ccccc3CC2C)c1 (stereo not drawn)
  A: 91.7; B: -6.1; C: -4.1; D: 8.0; E: 99.1; F: 105.4; G: 7.3; H: 101.1

14. NS(=O)(=O)c1ccc(NC(=O)COC(=O)C2CC2)cc1
  A: 85.3; B: -3.2; C: -0.9; D: -1.0; E: 95.4; F: 98.4; G: 1.6; H: 99.7

15. CNC(=O)c1ccsc1NC(=O)CS(=O)(=O)c1ccccc1
  A: 98.7; B: -4.0; C: 4.7; D: 4.7; E: 99.2; F: 101.7; G: 6.6; H: 97.1

16. CCOC(=O)C1=C(C)NC(C)=C(C(=O)OCC)C1C(=O)OCC(=O)N1CCc2ccccc21
  A: 91.8; B: 11.5; C: -14.7&6.2; D: 5.5; E: 104.2; F: 101.8; G: -1.4; H: 93.4

17. O=C(CCCn1c(=S)[nH]c2ccsc2c1=O)NCCc1ccccc1
  A: 110.7; B: -0.9; C: -3.0; D: 3.2; E: 99.5; F: 102.5; G: -2.7; H: 103.7

18. Cc1cccc(C)c1NC(=O)CSc1nnc(C)n1-c1ccccc1
  A: 103.8; B: 4.6; C: -2.6; D: -3.0; E: 102.0; F: 131.9; G: -0.7; H: 114.8

19. CCn1nnnc1-c1ccc(OC)c(S(=O)(=O)Nc2ccc(C(=O)OC)cc2)c1
  A: 105.2; B: 3.5; C: -5.9; D: -1.6; E: 95.4; F: 96.8; G: 11.0; H: 89.4

20. CCCCC(=O)Nc1cccc(NC(=O)c2ccccc2Br)c1
  A: 81.5; B: -2.2; C: 2.0; D: 2.4; E: 101.0; F: 117.0; G: 14.2; H: 102.9

21. CCOc1ccc(NC(=S)Nc2ccc3nsnc3c2)cc1
  A: 104.8; B: -19.8; C: -0.4; D: 50.7*; E: 100.5; F: 107.4; G: -27.8; H: 109.4

22. CCNC(=O)CON=C1c2ccccc2-c2ccccc21
  A: 91.6; B: 1.8; C: 4.1; D: 26.1; E: 100.9; F: 100.9; G: 2.6; H: 95.8

23. COc1ccc(N=C2NC(=O)/C(=C/c3ccc(O)c(OC)c3)S2)cc1
  A: 108.3; B: -7.2; C: -0.9; D: 4.0; E: 98.1; F: 102.7; G: -8.3; H: 94.9

24. Cn1c(=O)c2c(ncn2CCNC2=NCCCCC2)n(C)c1=O
  A: 96.9; B: 8.9; C: 8.0; D: -0.2; E: 96.0; F: 102.3; G: 10.7; H: 105.7

25. CCOc1cc(/C=N/n2c(C)nc3sc(C)c(C)c3c2=O)ccc1O
  A: 107.3; B: 6.4; C: -5.3; D: 0.6; E: 99.8; F: 76.6; G: 10.7; H: 95.1

26. O=C(c1cc(Br)c[nH]1)N1CCSCC1
  A: 90.5; B: -7.5; C: 10.1; D: 3.0; E: 101.4; F: 100.2; G: -7.3; H: 96.7

27. Cc1nn2c(NCCN(C)C)c3c(nc2c1-c1ccccc1)CCCC3
  A: 107.1; B: -3.1; C: x; D: 2.1; E: 97.8; F: 100.4; G: 6.4; H: 105.9

28. CC(=O)c1sc2nc(SCC(=O)NCCc3ccccc3)[nH]c(=O)c2c1C
  A: 134.1; B: 2.8; C: -1.7; D: 9.7; E: 96.7; F: 99.7; G: -0.9; H: 89.1

Entries of single compounds, quoted from the list:
Shown for COc1ccc(C(=O)Cc2ccc(OC)c(OC)c2)c(OC)c1 = CR mimetic SO = 108.4; procasp3 activ = 0.8; GASC-1 inh = 4.9; AHR activator = 0.1; RPL19A-GFP yeast = 101.5; MEP2-GFP yeast = 91.7; proCasp7 act = -6.2; LAP4-GFP MLPCN = 88.7
Shown for CCCN(C(=O)COC(=O)CCOc1ccccc1C)c1c(N)n(Cc2ccccc2)c(=O)[nH]c1=O = CR mimetic SO = 101.2; procasp3 activ = 2.6; GASC-1 inh = -3.0; AHR activator = 4.7; RPL19A-GFP yeast = 101.0; MEP2-GFP yeast = 97.2; proCasp7 act = 5.4; LAP4-GFP MLPCN = 90.7
Shown for CNC(=O)c1ccsc1NC(=O)CS(=O)(=O)c1ccccc1 = CR mimetic SO = 98.7; procasp3 activ = -4.0; GASC-1 inh = 4.7; AHR activator = 4.7; RPL19A-GFP yeast = 99.2; MEP2-GFP yeast = 101.7; proCasp7 act = 6.6; LAP4-GFP MLPCN = 97.1
